Bioassay records as filed in PubChem BioAssay.
Mdm2-MdmX inh: inhibitors of human Mdm2/MdmX interaction | O15151+Q00987 | hit rate 3% among 330,000 | inhibition, % at 8 µM | SaOS-2 split-luciferase Mdm2/MdmX complementation, luminescence;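 active means inhibition of at least 50% at 8 µM in the primary screen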
Target sequence (O15151 whole entry, looked up): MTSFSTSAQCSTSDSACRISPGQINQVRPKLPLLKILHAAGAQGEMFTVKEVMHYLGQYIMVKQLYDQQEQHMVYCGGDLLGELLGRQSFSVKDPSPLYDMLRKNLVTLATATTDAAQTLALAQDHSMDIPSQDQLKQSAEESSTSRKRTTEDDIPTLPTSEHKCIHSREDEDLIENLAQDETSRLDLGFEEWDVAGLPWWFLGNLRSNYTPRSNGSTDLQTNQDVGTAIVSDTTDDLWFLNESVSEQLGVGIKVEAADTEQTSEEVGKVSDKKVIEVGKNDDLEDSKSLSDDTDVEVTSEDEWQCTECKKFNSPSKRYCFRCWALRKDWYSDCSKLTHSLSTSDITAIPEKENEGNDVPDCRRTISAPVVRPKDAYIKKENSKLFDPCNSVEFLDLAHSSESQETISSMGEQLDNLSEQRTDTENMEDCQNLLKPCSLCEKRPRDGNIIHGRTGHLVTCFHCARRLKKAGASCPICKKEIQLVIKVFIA
Target sequence (Q00987 whole entry, looked up): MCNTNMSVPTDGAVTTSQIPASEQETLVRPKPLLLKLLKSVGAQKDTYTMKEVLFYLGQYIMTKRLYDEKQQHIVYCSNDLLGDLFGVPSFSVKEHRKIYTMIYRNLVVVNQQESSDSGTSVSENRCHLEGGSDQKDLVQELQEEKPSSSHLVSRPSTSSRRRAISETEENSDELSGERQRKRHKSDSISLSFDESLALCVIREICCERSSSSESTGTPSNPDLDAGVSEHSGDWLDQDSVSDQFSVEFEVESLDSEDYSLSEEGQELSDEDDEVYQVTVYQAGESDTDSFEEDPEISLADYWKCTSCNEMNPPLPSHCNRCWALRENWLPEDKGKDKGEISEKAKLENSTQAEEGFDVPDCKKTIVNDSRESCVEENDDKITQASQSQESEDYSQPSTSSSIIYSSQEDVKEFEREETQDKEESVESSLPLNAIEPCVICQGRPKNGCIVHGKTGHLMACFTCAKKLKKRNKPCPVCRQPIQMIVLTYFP
697 NFkB inh: lowers PMA/ionomycin-induced NF-kB signal in 697 B cells; 697 B-cell NF-kB luciferase reporter, 16 h; inhibition, % at 4 µM; hit rate 0.33% among 330,000; AID 435022; in the data active means inhibition above about 35%
CXCR6 inh: CXCR6 (human) receptor inhibition | CHO-K1 PathHunter CXCR6 beta-arrestin, luminescence | hit rate 0.36% among 360,000 | inhibition, % at 20 µM | O00574; in the data active means inhibition above about 34%, passing the limit was not always enough;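 further: antagonist mode with CXCL16 agonist at 10 nM final; 0% = 10 nM CXCL16 with DMSO and 100% = unstimulated wells without agonist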
CHOP UPR activ: apoptotic UPR (CHOP) activation; hit rate 0.34% among 330,000; CHO-CHOP luciferase reporter, luminescence; percent of tunicamycin response over DMSO baseline; activation, % at 10 µM;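 active means at 10 µM dose, activation of 40% or more, normalized to positive control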;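 further: 100% = tunicamycin at 10 µg/mL and 0% = DMSO alone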
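System: CHO-CHOP luciferase reporter cell line | Buffer or medium: F12 medium containing 10% fetal bovine serum | Doses: One dose, 10 µM in 0.5% DMSO | Times: 6 h compound exposure at 37 °C after overnight seeding | Signal: Luciferase luminescence | Read-out: % activation vs tunicamycin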
Jurkat NFkB inh: lowers PMA/ionomycin-induced NF-kB signal in Jurkat cells; PMA/ionomycin-induced NF-kB luciferase reporter, luminescence; inhibition, % at 4 µM; hit rate 0.53% among 330,000; in the data active means inhibition above about 50%
CCR6 antag: antagonists of human CCR6 receptor | P51684 | CHO-K1 CCR6 PathHunter beta-arrestin, luminescence, CCL20-stimulated | inhibition, % at 20 µM | hit rate 0.49% among 340,000;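 active means compounds whose inhibition of the agonist-driven luminescence signal at 20 µM reaches about 50%, limit read from the data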;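 further: cells stimulated with CCL20 at 14 nM final; plate controls were DMSO with CCL20 for no effect and DMSO without agonist for full effect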
Gli-Sufu block: antagonists of Gli-Sufu signaling; Sufu-KO-LIGHT fibroblasts, Gli luciferase reporter luminescence; inhibition, % at 5 µM; hit rate 0.74% among 340,000; AID 588413;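 active means inhibition above about 55%, limit read from the data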;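 further: 0% = DMSO-treated cells and 100% = wells with medium but no cells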
XBP1 UPR activ: adaptive UPR (XBP1) activation; CHO-XBP1 luciferase reporter, IRE1-XBP1 UPR activation, luminescence; percent of tunicamycin response, DMSO as zero; activation, % at 20 µM; hit rate 0.33% among 330,000; AID 463104;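 active means versus positive control, 20 µM dose yields 30% or more activation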;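 further: 100% = tunicamycin at 10 µg/mL and 0% = DMSO only wells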
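Material: CHO-XBP1 cells stably carrying IRE1-XBP1-driven luciferase reporter | Medium: F12 with 10% serum | Compound dosing: 20 µM single concentration, DMSO 1% | Incubation: Overnight seeding at 37 °C, 6 h compound treatment at 37 °C | Detection: Steady-Glo luminescence read | Read-out basis: % activation of reporter signal versus tunicamycin and DMSO controls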
EBI2 antag: antagonists of human EBI2 receptor; hit rate 0.81% among 360,000; inhibition, % at 5 µM; EBI2 beta-arrestin recruitment, luminescence, 7a,25-OHC stimulated; in the data active means inhibition above about 38%;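 further: enzyme fragment complementation signal reports receptor beta-arrestin coupling in cells; 0% = agonist plus DMSO wells and 100% = wells without agonist; some results beyond the cut were filed as inactive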
Starred values were filed as active, the others as inactive; x = no result given.

Results follow in this order: Jurkat NFkB inh | EBI2 antag | Gli-Sufu block | CHOP UPR activ | 697 NFkB inh | XBP1 UPR activ | CXCR6 inh | Mdm2-MdmX inh | CCR6 antag
O=C(CSc1nc2ccccc2nc1N1CCOCC1)N1CCN(c2ccccc2)CC1
    12 | -2 | 4 | -1.4 | 11 | 0 | 1 | 21 | 8
CCCc1nn(C(=O)c2ccccc2)c2c1C(=O)CC(C)(C)C2
    14 | -20 | 1 | -0.2 | 6 | 0 | 10 | -19 | 0
Cc1cc(=O)[nH]c(N/N=C/c2ccccc2Cl)n1
    7 | 4 | -2 | 4.2 | 8 | 1 | 2 | -21 | 4
COc1ccccc1-c1nnc(SCC(=O)Nc2ccccc2)o1
    -60 | -9 | -2 | -0.4 | 4 | -3 | -10 | -27 | 4
COc1ccc(Cl)cc1NC(=O)C(C)NC(c1ccccc1)c1ccccc1 (configuration not stated)
    4 | 35 | 14 | -0.1 | 5 | -4 | 6 | 46 | 11
Cc1csc(OCc2ccc(C#N)cc2)n1
    11 | -3 | 0 | 2.2 | 24 | 0 | -5 | 26 | -2
Cc1ccc(NC(=O)CCC(=O)NNC(=O)C(c2ccccc2)c2ccccc2)c(C)c1
    2 | -1 | 0 | -1.5 | 14 | -2 | -4 | 12 | 12
CCc1ccc(-c2nc(CN3CCC(C(=O)N4CCN(c5ccccc5)CC4)CC3)c(C)o2)cc1
    24 | 16 | 15 | 1.8 | 8 | 4 | -3 | 53* | 3
Cc1cc(N(C)C)c(C#N)c(NCc2ccccc2)n1
    -7 | 5 | -3 | -3.6 | 0 | -4 | -2 | 36 | 11
CCOC(=O)c1ccc(NC(=O)c2cc(F)c(F)cc2Cl)cc1
    -24 | 11 | -8 | 2.4 | -23 | 3 | 2 | 6 | -7
CC(C)(C)N1C(=O)c2ccc(C(=O)NCc3ccco3)cc2C1=O
    -1 | 1 | 22 | 0.4 | 3 | 1 | 1 | -9 | 7
O=C1CC(N2CCN(c3ccccc3)CC2)C(=O)N1Cc1ccc(Cl)cc1 (configuration not stated)
    -4 | 13 | 3 | 0.1 | 0 | -1 | 7 | 6 | 12
O=C(C[n+]1cc(-c2ccccc2)n2c1CCCCC2)c1ccc(Br)cc1
    10 | 8 | 31 | 2.0 | 7 | 1 | 5 | 35 | 10
COC(=O)COc1c(Cl)cc(Cl)c2ccc(C)nc12
    20 | -12 | -8 | 1.0 | 9 | -4 | -9 | -2 | 3
COc1cc2c(c(OC)c1OC)C(c1ccc(C)cc1)CC(=O)O2 (configuration not stated)
    x | -3 | 7 | 0.7 | -23 | 2 | 3 | 10 | 9
CNS(=O)(=O)c1cccc(C(=O)OCCCOC(=O)c2cccc(S(=O)(=O)NC)c2)c1
    4 | -11 | 2 | -2.1 | -2 | -4 | -6 | 6 | -14
COc1ccc(OC)c(N/C(C)=C/C(=O)c2ccc(C)o2)c1
    8 | 0 | -4 | -0.9 | 2 | 4 | -6 | 14 | -28
COc1cc(OC)cc(-c2cc3ccccc3c(=O)o2)c1
    -9 | 3 | -42 | 3.8 | -48 | 3 | -4 | 4 | 7
O=C(NCc1ccc(OC(F)(F)F)cc1)C12CN(Cc3ccccc3)CC1C(c1cccc([N+](=O)[O-])c1)=NO2 (configuration not stated)
    -12 | 8 | 9 | -1.8 | -10 | -2 | -2 | 5 | 8
Cc1ccc(S(=O)(=O)Nc2cc(C)c(O)c(S(=O)(=O)c3ccc(C)cc3)c2)cc1
    1 | -1 | 3 | -1.2 | 24 | 0 | -11 | 16 | -6
CC(=O)c1ccc(NC(=O)C(C)OC(=O)C2CC(=O)N(c3ccc4c(c3)OCCO4)C2)cc1 (configuration not stated)
    -10 | -9 | -3 | -1.2 | -17 | -2 | -10 | -5 | 6
CCCOc1ccc(CN(C)c2ncnc(N)n2)cc1
    -9 | -3 | 0 | 0.6 | -34 | 0 | 2 | 7 | 8
COc1ccccc1NC(=O)CSc1nnc(-c2ccoc2C)o1
    -76 | 0 | -4 | 1.8 | -8 | 1 | 0 | -88 | 12
Cc1ccc(/C=N/n2c(-c3ccccc3)n[nH]c2=S)cc1
    -10 | 12 | -4 | 4.5 | 1 | -2 | -2 | -17 | 7
CC(CN1CCCC1)OC(=O)c1ccc(F)cc1 (configuration not stated)
    -7 | -2 | 11 | -0.2 | 13 | -4 | -4 | 8 | -1
COC(=O)CC1=C(C(=O)OC)C(c2ccc3c(c2Cl)OCO3)C(C#N)=C(N)O1 (configuration not stated)
    -8 | -5 | -4 | 0.8 | -31 | -3 | 2 | 2 | 9
OCCN1CCSC1=S
    x | -17 | 9 | x | x | x | 3 | x | -4
CC1(C)CC(=O)C(CC(=O)NC(=O)NCc2ccccc2)=C(O)C1
    -9 | -7 | -2 | 0.9 | -2 | 1 | 7 | 6 | 2
CCC1(CC)C(=O)C2=C3C1[C@H](C(=O)OC)C=C(C(=O)OC)C[C@H]3n1c(=O)n(-c3ccccc3)c(=O)n1[C@H]2C (some centres not stated)
    -4 | -7 | 3 | -1.4 | 16 | -1 | -2 | -8 | -1
NS(=O)(=O)c1ccccc1
    4 | -7 | 2 | 0.7 | 10 | -3 | -6 | -8 | 7
COc1ccc(NC(=O)CN(C)CC(=O)Nc2ccccc2SC)cc1Cl
    14 | -4 | 5 | -1.0 | 1 | -1 | -12 | 5 | 2
Cc1sc2nc(SCC(=O)N(C)c3ccccc3)n(C)c(=O)c2c1C
    16 | 2 | 10 | 2.0 | -25 | -2 | -6 | 19 | 20
C=CCNS(=O)(=O)NC(=O)C1=C(N2CCCC2)COC1=O
    3 | -3 | -1 | -2.4 | -11 | -2 | 3 | -15 | 1
Cc1ccc(/C=N/NC(=O)Cn2nc(C)c(Br)c2C)o1
    7 | 4 | 5 | -1.9 | 10 | 0 | 5 | -8 | 6
O=C(Nc1cccc(Cl)c1)Nc1ccc2c(c1)OCO2
    -93 | 3 | -95 | 5.7 | -89 | 0 | -16 | -71 | 3
CCN(CCNC(=O)C1CCN(Cc2nc(-c3ccc(Cl)cc3)oc2C)CC1)c1ccccc1
    11 | 14 | 16 | 1.9 | 22 | 19 | 0 | 51* | 3
C=CCNC(=S)NNC(=O)COc1ccc(Br)cc1
    -8 | -2 | -1 | 2.7 | -4 | -2 | -7 | -6 | 8
CCOC(=O)N1CCN(CC(=O)Nc2ccc(F)cc2F)CC1
    -6 | -5 | -5 | 1.0 | 2 | 0 | 8 | -14 | 12
CC(=O)N(C)c1ccc(NC(=O)c2ccc([N+](=O)[O-])cc2Cl)cc1
    -14 | -4 | 3 | -0.9 | 12 | -2 | -16 | 20 | 8
CC(=O)Nc1cccc(C(=O)OC(C)C(=O)NC2CCCc3ccccc32)c1 (configuration not stated)
    0 | 0 | 2 | 1.2 | -17 | -3 | 3 | 15 | 9
Cc1cc(C)cc(NC(=O)C(=O)NCc2ccccn2)c1
    5 | -7 | -7 | -2.0 | 12 | -3 | 2 | -8 | -11
O=C(COc1ccccc1-c1ccccc1)NCc1ccco1
    10 | 15 | 1 | 1.6 | -5 | -3 | -19 | 19 | 12
CCOc1ccc(Cl)cc1S(=O)(=O)n1cnc2ccccc21
    47 | -3 | 4 | -2.2 | -44 | 2 | 3 | 37 | 11
O=C1C[C@@H](c2ccccc2)Oc2cc(O)cc(O)c21
    4 | -12 | -6 | -0.5 | 11 | 5 | -2 | 12 | 2
Cn1c(CCCNC(=O)c2ccccc2)nc2ccccc21
    -1 | 7 | 8 | -3.2 | -9 | -2 | -6 | -1 | 8
COc1ccc(-c2cc(CCCC(=O)NCCc3cc(OC)ccc3OC)no2)cc1
    9 | 3 | -11 | -1.5 | 5 | -2 | 7 | -18 | 8
Cc1nc(NC(=O)/C=C/c2ccccc2)sc1C(=O)N1CCCCC1
    -7 | -8 | 0 | 0.1 | 13 | 1 | 13 | 11 | 18
Cc1ccc(C2=CSC3=NCCN23)cc1
    -10 | -5 | 15 | -1.8 | -13 | -1 | -7 | 13 | -5
Oc1cccc(/C=N/NC(=S)Nc2cccnc2)c1O
    x | 0 | 22 | x | x | x | -16 | x | 23
CS(=O)(=O)Nc1ccc(C(=O)Nc2ccc(S(=O)(=O)N3CCCCC3)cc2)cc1
    8 | -3 | -8 | 1.9 | 9 | -5 | -2 | 12 | -3
CCCC1=C(C(=O)OCC)C(c2ccc(NC(C)=O)cc2)NC(=O)N1 (configuration not stated)
    -7 | 2 | -3 | -0.8 | 16 | -3 | 8 | 5 | 7
NS(=O)(=O)c1ccc(NC(=S)NC(=O)c2cccs2)cc1
    -20 | 1 | 9 | 2.1 | -24 | 5 | 14 | -19 | 31
COc1ccc(-c2nnc(SCC(=O)N3CCC(Cc4ccccc4)CC3)o2)cc1OC
    -10 | 25 | 2 | -0.7 | -18 | 3 | 6 | 13 | -1
Cc1ccc(Nc2cc(C)nc(NCc3ccccc3)n2)cc1
    27 | -1 | 52 | 2.7 | -17 | 13 | 0 | 57* | 5
CC1CC(C)CN(C(=O)COC(=O)/C=C/c2cccc([N+](=O)[O-])c2)C1 (configuration not stated)
    23 | 0 | -4 | -1.7 | -37 | -2 | -19 | 19 | 8
O=C1C2CC=C(Cl)CC2C(=O)N1CCC[n+]1cccc2ccccc21 (configuration not stated)
    6 | -2 | -15 | 0.9 | 5 | -3 | -1 | 10 | -10
NC(=O)[C@@H]1CCCN1C(=O)c1cc(COc2ccc(F)cc2F)on1
    -9 | 5 | -5 | 5.6 | 1 | -3 | 8 | -12 | 10
O=S(=O)(c1ccc(Cl)cc1)n1c(Cc2ccccc2)nc2ccccc21
    4 | 0 | -1 | -1.1 | 24 | -1 | -5 | 12 | -7
CCOc1ccc(C(=O)NC2=NCCS2)cc1
    -99 | x | x | 4.8 | -85 | -3 | x | -75 | x
COc1ccc(C(c2c(NC(=O)c3ccccc3)sc(C)c2C)N2CCN(CCO)CC2)cc1 (configuration not stated)
    -6 | -6 | -9 | 0.2 | 8 | 3 | 8 | 31 | -17

Part of the list above in order of formula weight, low to high.
Results follow in this order: Jurkat NFkB inh | EBI2 antag | Gli-Sufu block | CHOP UPR activ | 697 NFkB inh | XBP1 UPR activ | CXCR6 inh | Mdm2-MdmX inh | CCR6 antag
CCCC1=C(C(=O)OCC)C(c2ccc(NC(C)=O)cc2)NC(=O)N1 (configuration not stated)
    -7 | 2 | -3 | -0.8 | 16 | -3 | 8 | 5 | 7
CC1CC(C)CN(C(=O)COC(=O)/C=C/c2cccc([N+](=O)[O-])c2)C1 (configuration not stated)
    23 | 0 | -4 | -1.7 | -37 | -2 | -19 | 19 | 8
Cc1nc(NC(=O)/C=C/c2ccccc2)sc1C(=O)N1CCCCC1
    -7 | -8 | 0 | 0.1 | 13 | 1 | 13 | 11 | 18

The list goes on.
Results follow in this order: Jurkat NFkB inh | EBI2 antag | Gli-Sufu block | CHOP UPR activ | 697 NFkB inh | XBP1 UPR activ | CXCR6 inh | Mdm2-MdmX inh | CCR6 antag
COC(=O)C(NNc1ccccc1)(NC(=O)c1ccccc1F)C(F)(F)F (configuration not stated)
    -8 | -7 | 1 | -0.5 | -6 | 2 | 8 | 6 | 15
Cc1ccc(C)n1CCN1CCN(C(=O)c2ccco2)CC1
    -1 | -4 | -1 | -0.5 | 0 | -5 | -1 | -22 | 3
NC(=S)Nc1cccc2cccnc12
    -10 | -5 | -11 | -2.0 | -8 | 2 | 0 | -4 | 18
Cc1cc(OCC(=O)NCCc2c[nH]c3ccccc23)c2c(C)c(C)c(=O)oc2c1
    -10 | 26 | -12 | 1.0 | 2 | -1 | -2 | 21 | 11
CN(C)/C=N/c1nc2nccc(-c3cccc(Cl)c3)n2n1
    4 | 2 | 2 | 2.1 | 21 | -2 | -8 | 9 | -10

Not a hit list; any-hit rate near 5%.
